TNAP act hi DEA: TNAP activators at high phosphate acceptor level, primary screen, biochemical, luminescence, uHTS | Alkaline phosphatase, tissue-nonspecific isozyme (Homo sapiens), P05186 | purified TNAP, CDP-star luminescence, 1 M DEA, 30 min; active compounds read high; 0 = EDTA background, 1 = DMSO-only activity | activation factor at 20 µM | 200,000 tested, under 10 active;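 active = activation factor at least 2 at 20 µM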
Target sequence (P05186 whole entry, looked up): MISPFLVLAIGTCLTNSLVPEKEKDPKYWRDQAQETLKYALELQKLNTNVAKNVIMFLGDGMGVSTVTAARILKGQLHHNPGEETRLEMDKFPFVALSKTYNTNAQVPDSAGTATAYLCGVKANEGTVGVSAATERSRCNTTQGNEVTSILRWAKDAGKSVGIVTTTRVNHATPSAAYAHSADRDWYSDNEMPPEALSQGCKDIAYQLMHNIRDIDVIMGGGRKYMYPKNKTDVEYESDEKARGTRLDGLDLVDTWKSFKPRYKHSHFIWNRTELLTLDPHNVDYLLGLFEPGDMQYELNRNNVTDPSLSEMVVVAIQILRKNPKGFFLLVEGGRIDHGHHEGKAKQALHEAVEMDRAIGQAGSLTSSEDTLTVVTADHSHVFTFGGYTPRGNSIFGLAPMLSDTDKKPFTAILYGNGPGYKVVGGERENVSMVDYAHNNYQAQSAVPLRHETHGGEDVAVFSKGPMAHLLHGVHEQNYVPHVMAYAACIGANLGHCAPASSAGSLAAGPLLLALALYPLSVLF
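Test system – human TNAP · Doses – 20 µM single point · Incubation – 30 min, room temperature · Signal – luminescent substrate turnover signal · Read-out basis – activation factor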
RAM inhibit: inhibitors of the yeast RAM network, primary screen, dse1pr::URA3 reporter, 5-FOA selection. 1.8% of 190,000 active. AID 868, 2007. inhibition, % at 50 µM. S. cerevisiae dse1pr::URA3 reporter, 5-FOA growth OD615, 2 d; analog-sensitive cbk1-as2 kinase mutant strain;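 active = inhibition above a set limit, 3 SD over mean compound inhibition, cut at about 8.4% in these data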;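 also: 0% = DMSO-only wells with no growth and 100% = 10 µM 1-NA-PP1 full growth; inhibition rescues growth on 5-FOA so higher OD means more RAM inhibition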
Lmaj promast: Leishmania major promastigote growth inhibition, primary screen | inhibition, % at 10 µM | AID 1063, 2008 | 9% of 200,000 active | Leishmania major promastigotes, resazurin fluorescence viability; in the data active = inhibition above about 50%;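 also: promastigotes grown with compound for 44 hours at 28 °C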
bIAP act: bovine intestinal alkaline phosphatase activators, primary screen, biochemical, bovine IAP, CDP-star luminescence | alkaline phosphatase, intestinal [Bos taurus] | purified bovine IAP, 30 min; active compounds read high; fold of DMSO-control signal, blank-subtracted | activation factor at 20 µM | 0.17% of 200,000 active | AID 1016, 2008;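 active = activation factor of 2 or more at 20 µM, a signal rise over negative controls twice the positive control's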
FLuc inhib CS: firefly luciferase enzyme inhibitors, primary screen, artefact control for luciferase-based inhibitor screens, biochemical, luminescence, ATPLite. 1.5% of 200,000 active. 10 min. inhibition, % at 10 µM. Luciferin 4-monooxygenase (Photinus pyralis), P08659;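 active = inhibition above about 50% when tested at 10 µM, limit read from the data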
Target sequence (P08659 whole entry, looked up): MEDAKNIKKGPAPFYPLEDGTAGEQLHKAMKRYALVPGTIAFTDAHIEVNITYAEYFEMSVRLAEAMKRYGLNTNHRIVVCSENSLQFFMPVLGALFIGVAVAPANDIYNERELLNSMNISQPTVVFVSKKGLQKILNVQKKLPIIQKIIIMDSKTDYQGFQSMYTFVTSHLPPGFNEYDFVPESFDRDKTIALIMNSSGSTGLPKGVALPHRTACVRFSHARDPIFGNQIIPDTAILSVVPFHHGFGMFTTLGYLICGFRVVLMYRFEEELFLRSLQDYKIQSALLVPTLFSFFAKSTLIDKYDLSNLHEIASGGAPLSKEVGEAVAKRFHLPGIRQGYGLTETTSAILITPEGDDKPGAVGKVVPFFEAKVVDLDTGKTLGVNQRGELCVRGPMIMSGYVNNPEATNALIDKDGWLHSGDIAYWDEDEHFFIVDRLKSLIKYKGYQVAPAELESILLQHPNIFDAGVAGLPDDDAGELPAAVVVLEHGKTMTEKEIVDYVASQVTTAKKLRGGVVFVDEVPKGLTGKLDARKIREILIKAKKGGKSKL
bIAP inh: bovine intestinal alkaline phosphatase inhibitors, primary screen, selectivity assay for TNAP inhibitor project, biochemical, bovine IAP, CDP-star luminescence. alkaline phosphatase, intestinal [Bos taurus]. purified bovine IAP, 30 min. inhibition, % at 20 µM. 190,000 tested, under 10 active. AID 1019, 2008;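 active = over 50% inhibition of intestinal alkaline phosphatase at 20 µM in the single-dose screen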
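Incubation: 30 min reaction at room temperature / Material: purified bovine intestinal alkaline phosphatase (IAP) enzyme / Input: enzyme at 1/65,000,000 dilution / Dosing: 20 µM single dose / Signal: CDP-star luminescence signal / Reagent: CDP-star chemiluminescent phosphatase substrate, 30 µM final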
TNAP inh no acc: human TNAP enzyme inhibitors, primary screen, biochemical, luminescent, no phosphate acceptor, uHTS; inhibition, % at 20 µM; 0.26% of 200,000 active; AID 1012, 2008; Alkaline phosphatase, tissue-nonspecific isozyme (Homo sapiens), P05186; purified TNAP, CDP-star luminescence, 30 min;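 active = tissue-nonspecific alkaline phosphatase inhibition above about 50% at 20 µM in the single-dose screen, limit read from the data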;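 also: 0% = DMSO negative control and 100% = EDTA positive control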
TNAP inh hiacc: human TNAP enzyme inhibitors, primary screen, biochemical, luminescent, high phosphate acceptor level, uHTS; Alkaline phosphatase, tissue-nonspecific isozyme (Homo sapiens), P05186; purified TNAP, CDP-star luminescence, 1 M DEA; inhibition, % at 20 µM; 0.03% of 200,000 active; AID 1135, 2008;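 active = over 50% inhibition of tissue-nonspecific alkaline phosphatase at 20 µM in the single-dose screen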;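 also: plate controls were DMSO wells for no effect and EDTA-quenched wells as full inhibition for full effect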
FLuc stim CS: FLuc activators, initial screening, artefact control for FLuc-dependent activation tests, biochemical, ATPlite luminescence; activation factor at 10 µM; ATPlite luciferase biochemical, 10 min; 0 = ATP-free wells, 1 = DMSO control; 200,000 tested, under 10 active; Luciferin 4-monooxygenase (Photinus pyralis), P08659;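 active = luciferase activation factor, scaled between plate controls, of at least 2 with compound at 10 µM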
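Material: luciferase plus luciferin reagent, cell-free. Medium: PBS buffer for ATP. Also added: ATP substrate, dispensed from a 10.24 µM working solution in PBS. Doses: test compounds dosed from 2 mM stocks in 100% DMSO. Incubation: 10 min post-reagent at room temperature. Technique: light output (luminescence). Read-out basis: luminescence gain marking luciferase activators.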
APP 5UTR inh: inhibitors of APP translation via 5'UTR reporter, primary screen, APP 5'UTR luciferase, SH-SY5Y cells | inhibition, % at 2 µM | AID 1285, 2008 | 0.82% of 190,000 active | SH-SY5Y APP 5'UTR-luciferase reporter, luminescence;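 active = inhibition above a set limit, derived from the sample mean plus 3 SD, cut at about 45% in these data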; also: values of inactives mirror those of a sister screen read the other way
* marks the source's active call; other numbers are inactive results. Compounds as they come, and some 13% of all compounds hit somewhere here.

SMILES	TNAP act hi DEA	RAM inhibit	Lmaj promast	bIAP act	FLuc inhib CS	bIAP inh	TNAP inh no acc	TNAP inh hiacc	FLuc stim CS	APP 5UTR inh
Cc1cc(C(=O)NP(=O)(N2CC(C)OC(C)C2)N2CC(C)OC(C)C2)c(C)n1C1CC1 (stereo not given)	1	1.8	-2	1.2	-5	-16	-9	-4	1.1	4
COc1ccccc1OCCCCOc1ccccc1F	1	0.6	-5	0.9	6	9	-13	-5	0.9	-24
COc1cccc(-c2nnc(NC(=O)c3ccc(S(=O)(=O)N(CC(C)C)CC(C)C)cc3)o2)c1	1.1	0.9	100*	1	-6	0	-15	-6	1.1	-8
CCCCN1C(=O)c2ccc(C(=O)NCCN3C(=O)S/C(=C\c4cccnc4)C3=O)cc2C1=O	1	1.2	31	0.8	-4	23	4	0	1	-12
O=C(c1ccc(S(=O)(=O)c2cccc(Cl)c2)c([N+](=O)[O-])c1)N1CCN(c2ccccn2)CC1	1	1.2	13	1.1	-2	-12	-6	2	1	-1
O=C(NNC(=O)c1ccc2c(c1)OCO2)NC12CC3CC(CC(C3)C1)C2	1	0.4	-2	0.8	-3	18	-21	-2	1	6
O=C(CP(=O)(c1ccccc1)c1ccccc1)N/N=C/c1cc(Br)cc(Br)c1O	1	3.9	-10	0.7	-3	34	-144	2	1	24
CCOC(=O)N1CCN(C(=O)CN(Cc2ccccc2)S(C)(=O)=O)CC1	1	3.8	-8	0.9	-3	6	-10	1	1	11
O=C(NCCC1=CCCCC1)C1CCCN(S(=O)(=O)c2cccnc2)C1 (stereo not given)	1	2.4	-2	0.9	-3	6	-14	-3	1	10
O=[N+]([O-])c1ccc(/C=N/n2c(CO)nc3ccccc32)s1	1	1.8	100*	0.9	-9	14	5	0	1.1	12
CC(=O)c1ccc(OCc2cc([N+](=O)[O-])cc3c2OCOC3)cc1	1.1	5.8	75*	1.1	-6	-10	-6	-5	1.1	-15
Fc1cccc(NC(=S)NCc2cccnc2)c1	1	1.0	0	1	0	-3	-12	-1	1	2
COC(=O)Cc1cc(=O)n(-c2nc3ccccc3s2)[nH]1	1	3.6	-10	1.1	8	-10	-26	-2	0.9	-35
CCC(=O)Nc1ccc2c(c1)ncn2C	1.1	0.5	-5	1	-7	-3	-14	-7	1.1	8
Cc1cccc(-c2nnc(SCC(=O)Nc3nc4c(s3)CCCC4)n2C)c1	0.9	2.1	6	0.9	2	14	2	6	1	-24
CCOc1ccc(C(=O)NCCCN2CCCC2=O)cc1	1	0.5	0	0.9	5	7	-2	-2	0.9	11
COc1ccccc1C/C(N)=N/OC(=O)c1ccc(C)c([N+](=O)[O-])c1	1	1.1	16	0.9	-9	7	-8	-1	1.1	-4
O=C(Nc1ccc(N2CCOCC2)c(Cl)c1)c1ccccc1F	1	0.5	-6	0.8	28	20	-8	-4	0.7	-127
Cc1cc(C)n2nc(SCC(=O)N/N=C/c3ccccn3)nc2n1	1	0.1	-6	1.2	-3	-19	-7	-1	1	11
Nc1c(-c2ccc(Cl)cc2)cnn1-c1cccc([N+](=O)[O-])c1	1	3.0	-5	1	-2	1	-6	-4	1	-15
N#Cc1nc(-c2ccc(OCc3ccccc3)cc2)oc1N1CCOCC1	1	3.6	-5	0.9	0	12	-2	0	1	-3
CC(C)CC(=O)NC(=S)Nc1ccc(NC(=O)c2ccco2)cc1	1	3.3	0	1	-6	2	-7	-5	1.1	6
COc1ccc(C(=O)NCc2nnc(SCCOc3ccccc3)n2C)cc1	1	1.0	3	1	-3	-2	-10	-3	1	-6
C=CCOC(=O)C1=C(C)NC(=O)NC1/C=C/c1ccccc1OC (stereo not given)	1	4.5	0	0.9	-4	10	-10	2	1	0
CS(=O)(=O)N(CC(=O)Nc1ccc2c(c1)OCCO2)c1ccc2c(c1)OCO2	1	0.8	6	1.1	1	-8	-8	-4	1	3
SMILES	TNAP act hi DEA	RAM inhibit	Lmaj promast	bIAP act	FLuc inhib CS	bIAP inh	TNAP inh no acc	TNAP inh hiacc	FLuc stim CS	APP 5UTR inh
Cn1c(=O)c2c(nc(N3CCOCC3)n2CCc2ccccc2)n(C)c1=O	1	0.1	4	1	0	1	-5	2	1	-1
O=[N+]([O-])c1cc2c(cc1/C=N\NS(=O)(=O)c1ccccc1)OCO2	1	2.4	24	0.8	-6	16	0	1	1.1	-2
N/C(=N\OC(=O)c1ccccc1)c1cccnc1	1	3.0	-6	1.1	92*	-6	-8	-4	0.1	-76
COc1cc(SC)ccc1C(=O)N1CC(C)OC(C)C1 (stereo not given)	1	2.5	-4	1	-3	-4	-3	2	1	1
CCCNC(=O)Cc1cc(=O)[nH]c(=O)[nH]1	1.1	1.4	0	1	0	-3	-8	-5	1	6
C=CCNC(=O)COc1ccc(Oc2ccccc2)cc1	1	-1.7	-5	1.2	17	-22	-16	-4	0.8	-38
CC(=O)N1CCC(N(CCN2CCOCC2)C(=S)Nc2cc(C)ccc2C)CC1	1	-0.4	32	0.9	-3	11	-12	-5	1	-2
O=C(Nc1cccc(NC(=O)c2ccccc2[N+](=O)[O-])n1)c1ccccc1[N+](=O)[O-]	1	0.5	0	1	-9	5	-6	0	1.1	2
NC(N)=NS(=O)(=O)c1ccc(NC(=S)NC(=O)c2sc3ccccc3c2Cl)cc1	1	1.6	-2	0.9	-5	7	26	5	1.1	1
Cc1ccccc1S(=O)(=O)Cc1ccc(C(=O)NCCN2CCN(Cc3ccccc3)CC2)o1	1	-0.5	-5	0.9	-7	8	-11	-4	1.1	-5
CCc1nnc(NC(=O)c2cc(C)nc3ccccc23)s1	1.1	3.1	-10	1	-3	-3	-17	-6	1	-19
CCC(=O)Nc1ccc(C(=O)OCc2ccccc2Cl)cc1	1	0.1	-16	0.8	-5	22	2	2	1	-45
CC(C)OCCCNS(=O)(=O)c1ccc2c(c1)oc(=O)n2C	1.1	0.0	-7	1	-7	-2	5	-5	1.1	-14
Cc1ccc(-n2c(=O)c3c(C)c(C)sc3n(Cc3cc(=O)n4ccccc4n3)c2=O)cc1C	1	3.6	33	1	-6	3	-10	-3	1.1	-2
CC(C)(C)CN1CCNC(=O)C1CC(=O)NCCc1cnn(-c2ccccc2)c1 (stereo not given)	1	-0.1	-3	1.1	9	-10	7	1	0.9	20
N#C/C(C(=O)N1CCOCC1)=C1\Nc2ccccc2S1	1.1	2.3	-4	1	7	3	-12	-6	0.9	-2
CNC(=O)c1ccc(=O)n(Cc2cccc(C(F)(F)F)c2)c1	1	-1.4	0	1	-8	-5	-15	-4	1.1	-1
COc1ccc(S(=O)(=O)NCC2CCCN(C(=O)C=C(C)C)C2)cc1 (stereo not given)	1	2.4	-3	1.1	-3	-11	-6	-3	1	2
Clc1ccc(NC2=NCCCCC2)cc1	1	0.1	-7	0.9	1	6	-6	1	1	4
Brc1ccc(Oc2ncc(CN3CCOCC3)s2)cc1	1	0.4	90*	1	-7	1	-2	0	1.1	-13
Fc1ccccc1CSCc1nc2ccccc2[nH]1	1	1.9	10	1	-2	3	-18	-2	1	-18
Cc1cc(C)cc(OCC(=O)NNC(=O)C2CCCO2)c1 (stereo not given)	1	1.5	-7	1.3	-3	-28	-86	0	1	9
COCC(=O)Nc1ccc2c(c1)OCO2	1	-1.2	1	1.2	0	-24	0	0	1	-1
Cc1c(NC(=O)CN2CCN(c3cccc(Cl)c3)CC2)c(=O)n(-c2ccccc2)n1C	1	2.1	-7	1.1	-4	-6	5	1	1	-23
CCOC(=O)c1ccc(NC(=O)c2c(C)[nH]c(C(=O)OCC)c2C)cc1	1	1.3	-6	0.9	-8	9	-12	-2	1.1	-1
COc1ccc(C(=O)N2CCN(S(=O)(=O)c3ccccc3)CC2)c(OC)c1	1	-1.0	-1	0.9	-9	6	-8	-2	1.1	10
CCOC(=O)N1CCN(S(=O)(=O)c2ccc3c(c2)OCC(=O)N3)CC1	1	2.2	0	1	-8	1	0	-1	1.1	10

Copied from the listing for reference:
SMILES	TNAP act hi DEA	RAM inhibit	Lmaj promast	bIAP act	FLuc inhib CS	bIAP inh	TNAP inh no acc	TNAP inh hiacc	FLuc stim CS	APP 5UTR inh
Cn1c(=O)c2c(nc(N3CCOCC3)n2CCc2ccccc2)n(C)c1=O	1	0.1	4	1	0	1	-5	2	1	-1
O=[N+]([O-])c1cc2c(cc1/C=N\NS(=O)(=O)c1ccccc1)OCO2	1	2.4	24	0.8	-6	16	0	1	1.1	-2
N/C(=N\OC(=O)c1ccccc1)c1cccnc1	1	3.0	-6	1.1	92*	-6	-8	-4	0.1	-76
COc1cc(SC)ccc1C(=O)N1CC(C)OC(C)C1 (stereo not given)	1	2.5	-4	1	-3	-4	-3	2	1	1
CCCNC(=O)Cc1cc(=O)[nH]c(=O)[nH]1	1.1	1.4	0	1	0	-3	-8	-5	1	6
C=CCNC(=O)COc1ccc(Oc2ccccc2)cc1	1	-1.7	-5	1.2	17	-22	-16	-4	0.8	-38
CC(=O)N1CCC(N(CCN2CCOCC2)C(=S)Nc2cc(C)ccc2C)CC1	1	-0.4	32	0.9	-3	11	-12	-5	1	-2
O=C(Nc1cccc(NC(=O)c2ccccc2[N+](=O)[O-])n1)c1ccccc1[N+](=O)[O-]	1	0.5	0	1	-9	5	-6	0	1.1	2
NC(N)=NS(=O)(=O)c1ccc(NC(=S)NC(=O)c2sc3ccccc3c2Cl)cc1	1	1.6	-2	0.9	-5	7	26	5	1.1	1
Cc1ccccc1S(=O)(=O)Cc1ccc(C(=O)NCCN2CCN(Cc3ccccc3)CC2)o1	1	-0.5	-5	0.9	-7	8	-11	-4	1.1	-5

Assay outcomes: PubChem BioAssay, several laboratories
